# Screens deposited in PubChem by Johns Hopkins Ion Channel Center.
# CHT PAM: CHT positive allosteric modulators, primary screen, cell-based, membrane potential dye, choline EC20; CHT-expressing cells; stronger effect = higher value; LV-AA mutant CHT in HEK293 cells; B-score at 10 µM; 0.49% of 310,000 active; AID 488977, 2010;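 active means initial fluorescence not abnormally high and integrated response B-score, plate-corrected, over 3 SD above library mean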
# Target sequence (Q9GZV3 whole entry, looked up): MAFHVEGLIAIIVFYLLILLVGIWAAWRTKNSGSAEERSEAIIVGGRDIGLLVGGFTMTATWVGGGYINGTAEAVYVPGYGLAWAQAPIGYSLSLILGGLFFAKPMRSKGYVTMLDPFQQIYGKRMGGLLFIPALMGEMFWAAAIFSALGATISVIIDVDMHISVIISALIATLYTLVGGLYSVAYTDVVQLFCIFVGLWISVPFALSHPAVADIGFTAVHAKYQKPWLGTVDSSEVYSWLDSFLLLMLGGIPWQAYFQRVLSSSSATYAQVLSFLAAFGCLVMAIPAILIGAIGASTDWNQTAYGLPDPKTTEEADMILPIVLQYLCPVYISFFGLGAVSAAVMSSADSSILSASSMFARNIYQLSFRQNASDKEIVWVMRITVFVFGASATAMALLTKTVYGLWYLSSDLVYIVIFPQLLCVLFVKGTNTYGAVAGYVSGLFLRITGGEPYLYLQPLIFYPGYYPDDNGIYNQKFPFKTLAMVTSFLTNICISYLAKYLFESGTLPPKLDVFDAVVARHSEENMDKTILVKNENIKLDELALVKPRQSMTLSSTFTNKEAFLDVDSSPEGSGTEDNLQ
# CHT inh: inhibitors of human choline transporter CHT; AID 488975, 2010; B-score at 10 µM; CHT-expressing cells, membrane potential dye, choline response; stronger effect = lower value; 0.86% of 310,000 active;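 active means B-score over 3 SD under the library average, and starting fluorescence ratio not unusually high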;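 further: choline stimulus applied at its EC90 after an EC20 pre-addition; B-score computed on integrated fluorescence ratio after choline addition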
# Starred values were filed as active, the others as inactive; i = inactive.
SMILES,CHT PAM,CHT inh
CCCc1ccccc1OCCNC(=O)c1cc(=O)n(C)c(=O)n1C,i,i
CCCC(=O)Nc1ccc(N2CCN(S(C)(=O)=O)CC2)cc1,i,i
CCC(=O)NC(Nc1c(C)n(C)n(-c2ccccc2)c1=O)C(Cl)(Cl)Cl (stereo not given),i,i
CCOc1ccccc1N1CCN(C(=O)c2ccc(OCC(=O)N3CCOCC3)c(OC)c2)CC1,i,i
CN1N=C(C(=O)N2CCCC(Nc3ccc(F)c(F)c3)C2)CCC1=O (stereo not given),i,i
Cc1cc(N2CCOCC2)nc(C(C)C)n1,i,i
CC(=O)C1=C(O)C(=O)N(c2ccc(S(N)(=O)=O)cc2)C1c1ccc([N+](=O)[O-])cc1 (stereo not given),i,i
CCOC(OCC)c1cn(Cc2ccc3c(c2)C(=O)c2ccccc2C3=O)nn1,i,i
CC[C@H](C)[C@@H](NC(=O)O[C@@H]1C(=O)c2cc(Br)ccc2O[C@H]1c1cccc(OC)c1)C(=O)OC,i,i
COC(=O)c1ccc2ccccc2n1,i,i

# In the list so far, three contain a halogen:
SMILES,CHT PAM,CHT inh
CCC(=O)NC(Nc1c(C)n(C)n(-c2ccccc2)c1=O)C(Cl)(Cl)Cl (stereo not given),i,i
CN1N=C(C(=O)N2CCCC(Nc3ccc(F)c(F)c3)C2)CCC1=O (stereo not given),i,i
CC[C@H](C)[C@@H](NC(=O)O[C@@H]1C(=O)c2cc(Br)ccc2O[C@H]1c1cccc(OC)c1)C(=O)OC,i,i

# (cont.)
SMILES,CHT PAM,CHT inh
O=C(CN1CCOCC1)Nc1cc([N+](=O)[O-])ccc1Cl,i,i
C=CCn1c(C)cc(C(=O)CSc2nnc(NCc3ccccc3)s2)c1C,i,i
CCN1C(=NCC(C)C)N[C@@H](CCc2ccccc2)[C@H](C(=O)NCC(C)C)[C@H]1C,i,i
COc1cccc(C(=O)OCc2ccccc2C#N)c1O,i,i
CSc1nnc(C)c(=O)n1COC(=O)COc1ccc2ccccc2c1,i,i
CCNS(=O)(=O)c1ccc(NC(=O)c2ccc(Cn3cc(Br)cn3)o2)cc1,i,i
CC(C)CC(=O)Nc1nc(=S)ss1,i,-6.8*
COc1cc(/C=C/[N+](=O)[O-])ccc1OC(=O)/C=C/c1ccc(F)cc1,i,i
O=C(NNC1OC(CO)C(O)C(O)C1O)c1cccnc1 (stereo not given),i,i
COc1ccc(C)cc1NC(=O)C(OC(=O)Cn1cnc2c1c(=O)n(C)c(=O)n2C)c1ccccc1 (stereo not given),i,i
O=C(c1cc2cc(F)ccc2[nH]1)N1CCN(c2cccc(Cl)c2)CC1,i,i
COCCCN=C1NN=C(c2cc(C)n(-c3ccccc3F)c2C)CS1,i,-6.5*
COc1ccc(Br)cc1/C=N/Nc1cccc(C(=O)O)c1,i,i
COc1ccc(N2CCN(C(=O)/C(C#N)=C/c3ccccc3)CC2)cc1,i,i
CC(C)NS(=O)(=O)c1ccc(CCC(=O)Nc2cc(Cl)ccc2Oc2ccccc2)cc1,i,i
COc1ccc(CSc2cccc3cccnc23)cc1[N+](=O)[O-],i,i
Cc1ccc(SCc2cc(=O)n3[nH]c(C)nc3n2)cc1,i,i
Cc1ccc(OCCN2CCN(C(=O)CCC(=O)Nc3nnc(C)s3)CC2)cc1,i,i
CCN(CC)S(=O)(=O)c1ccc(O)c(C(=O)OCC(=O)N(C)Cc2ccccc2)c1,i,i
Cc1ccccc1N1CCN(S(=O)(=O)c2nnc(NC(=O)c3ccco3)s2)CC1,i,i
N/C(CS(=O)(=O)c1ccc(F)cc1)=N\O,i,i
O=C(NCc1ccccc1)C(c1ccc(O)cc1)N(C(=O)Cn1nnc(-c2cccs2)n1)c1ccc2c(c1)OCCO2 (stereo not given),i,i
CCCCc1ccc(N=N/C(C(=O)Nc2ccccc2OC)=C(/C)O)cc1,i,i
COc1ccc(C)cc1NC(=O)NC1CCCCCCC1,i,i
COc1cc(NC(=S)NC(=O)c2cc(C)cc(C)c2)ccc1NC(=O)c1cccs1,i,i
CC(C)[C@H](NC(=O)OC(C)(C)C)c1nnc(SCC(=O)Nc2ccc(Br)cc2)o1,i,i
CCNC(=O)CN(c1ccccc1)S(=O)(=O)c1ccc(Cl)cc1,i,i
O=c1ccc(-c2n[nH]c(=S)n2-c2ccc(F)c(Cl)c2)n[nH]1,i,i
Cc1nc2ccc(S(=O)(=O)N(C)CC(=O)N3CCc4ccccc43)cc2s1,i,i
CCOc1cc(/C=C(\C#N)C(N)=O)ccc1OCc1c(C)no[n+]1[O-],i,i

# 4 of these compounds in another layout.
Compound: CCCCc1ccc(N=N/C(C(=O)Nc2ccccc2OC)=C(/C)O)cc1
  CHT PAM: i
  CHT inh: i
Compound: O=C(NCc1ccccc1)C(c1ccc(O)cc1)N(C(=O)Cn1nnc(-c2cccs2)n1)c1ccc2c(c1)OCCO2 (stereo not given)
  CHT PAM: i
  CHT inh: i
Compound: N/C(CS(=O)(=O)c1ccc(F)cc1)=N\O
  CHT PAM: i
  CHT inh: i
Compound: Cc1nc2ccc(S(=O)(=O)N(C)CC(=O)N3CCc4ccccc43)cc2s1
  CHT PAM: i
  CHT inh: i

# Next compounds.
SMILES,CHT PAM,CHT inh
COc1ccc(N(CC(=O)Nc2ccccc2C(F)(F)F)C2=NC3CS(=O)(=O)CC3S2)cc1 (stereo not given),i,i
CN(CC(=O)Nc1c(Cl)cccc1Cl)C(=O)c1ccccc1SCC(=O)N1CCCC1,i,i
Cc1ccc2nc(-c3cccc(-c4cccc(Cl)c4)c3)c(NCc3ccccc3)n2c1,i,i
Cc1ccc(-c2noc(CSc3nnc(Cc4ccccc4)n3-c3ccc(Cl)cc3)n2)cc1,i,i
O=C(CCNC(=O)Cn1ccc2ccccc2c1=O)NCCN1CCN(c2cccc(Cl)c2)CC1,i,i
CCCCNC(=O)c1cc2c(=O)n3cccc(C)c3nc2n(Cc2ccccc2)c1=N,i,i
Cc1[nH][nH]c(=O)c1[C@@H](c1ccccc1[N+](=O)[O-])C(C#N)C#N,i,i
CCCCc1nc2cc(C(=O)N3CCCCC3C(=O)OC)ccc2o1 (stereo not given),i,i
O=C(Cn1c(=O)oc2ccccc21)NCc1ccco1,i,i
O=C(CCCc1cccs1)N1CCN(S(=O)(=O)c2ccccc2Br)CC1,i,i

# Arranged by molar mass (low to high): some entries from above.
SMILES,CHT PAM,CHT inh
COC(=O)c1ccc2ccccc2n1,i,i
N/C(CS(=O)(=O)c1ccc(F)cc1)=N\O,i,i
CCOC(OCC)c1cn(Cc2ccc3c(c2)C(=O)c2ccccc2C3=O)nn1,i,i

# (more compounds)
SMILES,CHT PAM,CHT inh
COc1ccc(N2CCC(CNC(=S)Nc3c(C)cccc3C)C2)cc1 (stereo not given),i,i
COc1ccccc1CNC(=O)COC(=O)Cc1ccc(F)cc1,i,i
Cc1cccc(C(=O)Nc2nnc(Cc3ccccc3)s2)c1,i,i
Cc1nc(SCc2cccc(C(=O)O)c2)nc2c1CCCC2,i,i
CC1Cc2ccccc2N1C(=O)c1ccc2snnc2c1 (stereo not given),i,i
CCCCC1=NN2CCS(=O)(=O)N=C2S1,i,i
COCCCNC(=S)N1CCN(c2ccccc2)CC1,i,i
O=C(CCCc1nc(-c2ccccc2Cl)no1)NC1CCCC1,i,i
CC(C)CC(=O)Nc1ccc(C(=O)CN2CCC(C)CC2)cc1,i,i
Cc1ccc(NC(=O)C2CCCCC2C(=O)O)cc1Cl (stereo not given),i,i
CCCC1CC(=O)OC1(C)C(=O)CSc1n[nH]c(-c2ccccc2)n1 (stereo not given),i,i
O=C(c1ccc2c(=O)n3c(nc2c1)CCCCC3)N1CCN(C(c2ccccc2)c2ccccc2)CC1,i,i
N=C(N)N1CCc2ccccc21,i,i
CC[n+]1c(/C=C/N(C)c2ccccc2)n(-c2ccccc2)c2ccc(-c3nc4ccccc4s3)cc21,i,i
O=C(Nc1nccs1)C(=O)c1c[nH]c2ccccc12,i,i
CCC(Cc1ccccc1)NC(=O)CN(C)S(=O)(=O)c1ccc2c(c1)c(=O)n(C)c(=O)n2C (stereo not given),i,i
COc1ccccc1/C=C/C(=O)N1CCc2cc(OC)c(OC)cc2C1C (stereo not given),i,i
CCOC(=O)C1=C(O)C(=O)N(c2ccc(S(N)(=O)=O)cc2)C1c1cccc([N+](=O)[O-])c1 (stereo not given),i,i
N#C/C(=C\c1cccc(Cl)c1)c1n[nH]c(Cn2cncn2)n1,i,i
COc1ccc(CC(=O)NCc2ccco2)cc1OC,i,i
CC(C)C(c1nnnn1C1CCCCC1)N1CCCc2ccccc21 (stereo not given),i,i
O=C(OCCCOC(=O)c1cc[n+]([O-])cc1)c1cc[n+]([O-])cc1,i,i
CCc1ccc(OCCCCN(C)Cc2ccccc2)cc1,i,i
COCCn1c(SCC(=O)N2CCN(c3ccccc3)CC2)nc2c(c1=O)SC(C)C2 (stereo not given),i,i
O=S(=O)(c1ccccc1)N1CCN(c2cc(-c3ccccc3)nc3ncnn23)CC1,i,i
CSc1ccc(-c2c(C#N)c(N)nc3c2CCCC3)cc1,i,i
O=C(CSc1cn(Cc2ccccc2)c2ccccc12)Nc1nccs1,i,i
Cc1cc([N+](=O)[O-])c(NC2CCCCC2)c([N+](=O)[O-])c1,i,i
CCc1ccc(C(O)(C(C)C)C(CN2CCOCC2)c2ccccc2)cc1 (stereo not given),i,i
CC(=O)Nc1ccc(N(C(=O)CNC(=O)c2ccco2)C(C(=O)NCc2ccco2)c2ccccc2)cc1 (stereo not given),i,i
O=C(Nc1nc2c(s1)CCCC2)c1ccc(N2C(=O)CCC2=O)cc1,i,i
O=C1c2ccccc2NC(c2ccccc2)N1Cc1ccccc1 (stereo not given),i,i
CSc1ccccc1NC(=O)c1cc(S(=O)(=O)N(C)C)ccc1N1CCCC1,i,i
Cc1nn(-c2ccccc2)c(C)c1NC(=O)Cc1cccs1,i,i
O=C(NCc1ccncc1)c1ccc(Cn2cc(C(F)(F)F)ccc2=O)cc1,i,i
O=C(c1ccc(F)cc1)N(c1ccccn1)C1CCCCC1,i,i
Cc1ccccc1NC(=O)CCNS(=O)(=O)c1ccc2[nH]c(=O)oc2c1,i,i
CCOC(=O)N1CCN(C(=O)NC2CCCCC2)CC1,i,i
Cc1ccc(-c2nnc(C)c(N3CC(C)OC(C)C3)n2)cc1 (stereo not given),i,i
Cc1ccc(N2CC(C(=O)Nc3ccccc3C(=O)NC3CCCCC3)CC2=O)cc1C (stereo not given),i,i
Cc1sc2ncnc(N(C)C3CCCCC3)c2c1C,i,i
O=C(CC1CC2CCC1C2)OCC(=O)c1c[nH]c2ccccc12 (stereo not given),i,i
CCOC(=O)C=Nc1c(N)n(C)c(=O)n(C)c1=O,i,i
O=C(CCN1C(=O)/C(=C/c2ccc3c(c2)OCO3)SC1=S)NNC(=O)c1cccnc1,i,i
CN1C(N)=NC(=O)/C1=C/c1ccc(F)cc1,i,i
O=C(COC(=O)C(Cc1ccccc1)NC(=O)c1ccc(Cl)cc1)c1ccc(Cl)cc1 (stereo not given),i,i
Cc1cccc(COCCN2CCN(S(=O)(=O)c3ccccc3)CCC2=O)c1,i,i
O=C(CSc1ccccn1)N/N=C/c1cccc([N+](=O)[O-])c1,i,i
CCN1C(=O)c2ccc(C(=O)Nc3cccc(C(=O)O)c3)cc2C1=O,i,i
Cc1cc(/C=C(\C#N)C(=O)Nc2ccccc2)c(C)n1-c1ccc(C(=O)O)cc1,i,i

# Next part:
SMILES,CHT PAM,CHT inh
O=[N+]([O-])c1cccc2c(S(=O)(=O)N3CCCCC3)cccc12,i,i
O=[N+]([O-])c1ccccc1S(=O)(=O)NCc1cccnc1,i,i
Cc1[nH]c2c(Cl)cccc2c(=O)c1CN1CCCCCC1,i,i
Cc1ccc(CNc2nc3ccccc3n3cnnc23)cc1,i,i
Cc1cc(C)n(-c2nc(C)nc(NCc3ccccc3)n2)n1,i,i
C(/C=C/c1ccco1)=N/N1CCN(c2ccccc2)CC1,i,i
N#CC1=C(N)OC2=C(C(=O)CC(c3ccccc3)C2)C1c1ccoc1 (stereo not given),i,i
COC(=O)c1cn(NC(=O)Cc2ccc(Cl)cc2)c(=O)c2ccccc12,i,i
O=C(OCC(=O)N1CCCc2ccccc21)c1ccccc1NCCO,i,i
CN1CCN(Cc2oc(CO)cc(=O)c2O)CC1,i,i
COC(=O)C1C2C=CC3(CN(C(C)c4ccc(OC)cc4)C(=O)C13)O2 (stereo not given),i,i
O=C(OCCN1C(=O)c2ccccc2C1=O)c1cccc(OC(F)F)c1,i,i
O=C(Nc1ccc2c(c1)OCCO2)C1CCN(S(=O)(=O)Cc2ccccc2)CC1,i,i
O=C(O)CCSc1nnc(-c2ccc3c(c2)OCO3)o1,i,i
CC(=O)c1cccc(NC(=O)CCCOc2ccc(C)cc2)c1,i,i
COc1ccc(NS(=O)(=O)c2ccc3nc(COc4cccc5ccccc45)[nH]c3c2)cc1,i,i
Cc1cc(C(=O)CSc2nc(N)cc(N)n2)c(C)n1CCc1ccc(F)cc1,i,i
Cc1ccccc1C(=O)Nc1ccnn1C1CCN(CCCc2ccccc2)CC1,i,i
Cc1onc(-c2ccccc2Cl)c1C(=O)N1CCN(c2ccc(F)cc2)CC1,i,i
CC1Oc2ccccc2N(CC(=O)NCCCN2CCOCC2)C1=O (stereo not given),i,i
COc1nc(Cl)cn(-c2ccc(C)cc2)c1=O,i,i
COc1cc(/C=N/N=C(\N)c2nonc2N)ccc1O,i,i
CN(C)c1ccc(P(=O)(OCc2ccccc2)C(O)c2ccc(Cl)cc2)cc1 (stereo not given),i,i
COc1ccc(-c2noc(CN(C)C(=O)c3ccoc3C)n2)cc1OC,i,i
CCOC(=O)C1(Cc2ccc(OC)cc2)CCN(C(=O)C2CCCO2)CC1 (stereo not given),i,i
COc1ccc(S(=O)(=O)N(Cc2ccco2)Cc2cc3ccccc3[nH]c2=O)cc1,i,i
